From PubChem
CHRM5 antagonist: CHRM5 antagonism in calcium assay. CHO-hM5 cells, Fluo-8 calcium fluorescence, ACh EC80. hit rate 0.59% among 360,000. inhibition, % at 3 µM;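 active = inhibition above a per-plate cutoff, the mean of that plate's test compounds plus 3 SD, cut at about 27% in these data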;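 note: 0% = acetylcholine EC80 with DMSO and 100% = DMSO without agonist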
Target sequence (P08912 whole entry, looked up): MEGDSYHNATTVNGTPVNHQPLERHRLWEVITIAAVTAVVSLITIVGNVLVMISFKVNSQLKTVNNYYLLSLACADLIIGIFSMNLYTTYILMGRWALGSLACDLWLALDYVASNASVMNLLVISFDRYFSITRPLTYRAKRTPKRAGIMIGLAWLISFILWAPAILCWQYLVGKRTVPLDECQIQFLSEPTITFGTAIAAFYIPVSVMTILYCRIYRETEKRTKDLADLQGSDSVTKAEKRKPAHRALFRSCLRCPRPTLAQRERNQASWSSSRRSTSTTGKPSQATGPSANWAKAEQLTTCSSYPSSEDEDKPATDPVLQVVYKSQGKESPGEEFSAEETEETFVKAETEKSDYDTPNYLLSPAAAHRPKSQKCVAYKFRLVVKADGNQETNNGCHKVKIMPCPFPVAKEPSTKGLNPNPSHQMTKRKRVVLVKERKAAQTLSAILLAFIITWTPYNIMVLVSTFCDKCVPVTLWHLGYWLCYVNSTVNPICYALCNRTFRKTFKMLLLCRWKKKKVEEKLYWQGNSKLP
CHRM5 PAM: potentiates acetylcholine response at human M5 receptor | P08912 | CHO-K1 hM5, Fluo-8 calcium, ACh EC20 PAM; 0% = ACh EC20, 100% = ACh EC100 | activation, % at 3 µM | hit rate 0.3% among 360,000 | AID 624038;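 active = activation above the run cutoff, the mean activation of all test compounds plus 3 SD, cut at about 18% in these data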
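Assay system: CHO-K1 hM5 cells / Incubation: Fluo-8 loading 80 min at 37 °C plus 30 min room temperature / Technique: Fluo-8 calcium dye fluorescence, kinetic read / Repeats: single replicate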
CRFBP-R2 block: blocks CRF-induced signaling of the CRF-BP/CRF-R2 complex; HEK293 CRF-R2/CRF-BP, CRF-induced calcium fluorescence; hit rate 0.59% among 350,000; inhibition, % at 11.8 µM; AID 588475;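 active = inhibition of the ligand-induced calcium signal above about 50% at the single tested concentration, limit read from the data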
CHRM4 PAM: CHRM4 positive allosteric modulation. CHO-K1 hM4/Gqi5, Fluo-8 calcium fluorescence, ACh EC20; 0% = ACh EC20, 100% = maximal ACh. activation, % at 3 µM. hit rate 0.4% among 360,000;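 active = activation above its plate's cutoff, the mean activation of sample wells plus 3 SD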; note: some results filed as inactive read as strong as hits
M5 ag: CHRM5 agonism in calcium assay; activation, % at 3 µM; CHO-K1 hM5 cells, Fluo-8 calcium fluorescence; 0% DMSO wells, 100% maximal acetylcholine response; P08912; AID 624037; hit rate 0.19% among 360,000;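 active = activation above the run's mean over test compounds plus 3 SD, cut at about 23% in these data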;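 note: signal is peak over basal fluorescence ratio across the kinetic read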
M4 antag: blocks acetylcholine activation of human M4 receptor; CHO-hM4 cells, ACh EC80, Fluo-8 calcium fluorescence; hit rate 0.73% among 360,000; inhibition, % at 3 µM;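 active = inhibition above its plate's cutoff, the mean inhibition of sample wells plus 3 SD, cut at about 27% in these data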;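 note: 0% = acetylcholine EC80 with DMSO and 100% = DMSO without agonist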
CRFR2-BP ag: CRF-BP/CRF-R2 complex agonism | HEK293 CRF-R2/CRF-BP, calcium dye fluorescence (FLIPR); percent of saturating CRF peptide response | activation, % at 13.2 µM | hit rate 0.46% among 350,000;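 active = activation of at least 50%, plus an integration ratio under a set limit after plate pattern correction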;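 note: plate controls were neutral control wells without compound for no effect and CRF at EC100 for full effect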
CHRM1 PAM: positive allosteric modulators of human M1 muscarinic receptor; activation, % at 3 µM; AID 588819; hit rate 0.088% among 360,000; CHO-K1 hM1, Fluo-8 calcium fluorescence, ACh EC20; 0% = ACh EC20, 100% = maximal ACh; in the data active = activation above about 19%, passing the limit was not always enough
Target sequence (P11229 whole entry, looked up): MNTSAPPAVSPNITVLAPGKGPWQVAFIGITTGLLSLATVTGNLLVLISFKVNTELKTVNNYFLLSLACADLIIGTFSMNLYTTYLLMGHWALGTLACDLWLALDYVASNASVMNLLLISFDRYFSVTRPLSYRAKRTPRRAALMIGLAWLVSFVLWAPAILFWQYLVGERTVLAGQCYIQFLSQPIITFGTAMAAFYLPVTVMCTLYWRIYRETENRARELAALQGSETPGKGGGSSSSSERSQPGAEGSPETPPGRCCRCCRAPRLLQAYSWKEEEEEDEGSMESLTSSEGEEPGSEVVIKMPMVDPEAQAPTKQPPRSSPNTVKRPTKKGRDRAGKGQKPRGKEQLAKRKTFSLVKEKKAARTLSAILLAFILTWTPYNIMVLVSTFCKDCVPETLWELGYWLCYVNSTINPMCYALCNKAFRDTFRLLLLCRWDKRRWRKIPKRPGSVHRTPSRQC
M4 ag: CHRM4 agonism in calcium assay; P08173; AID 624127; CHO-K1 hM4/Gqi5, Fluo-8 calcium fluorescence; vehicle 0%, full acetylcholine response 100%; activation, % at 3 µM; hit rate 0.14% among 360,000;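 active = activation above the run mean over all test wells plus 3 SD, cut at about 32% in these data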;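 note: peak over basal fluorescence ratio per well then scaled between controls; 0% = DMSO wells and 100% = acetylcholine at EC100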
* hit, by the source's call; / = no result given.

CHRM5 antagonist	CHRM5 PAM	CRFBP-R2 block	CHRM4 PAM	M5 ag	M4 antag	CRFR2-BP ag	CHRM1 PAM	M4 ag	mol
10	-2	22	5	-2	6	-0.5	7	1	CCC(C)(C)n1nnnc1C(c1cccc(C#N)c1)N1CCN(c2cc(C)ccc2C)CC1 (stereo not drawn)
-5	-2	6	0	1	-12	-0.9	0	1	COC(=O)c1ccc(CSc2ncnc3ccccc23)o1
6	-4	1	-3	-3	-3	-2.2	3	3	CS(=O)(=O)NCCNc1ccc(C(F)(F)F)cc1[N+](=O)[O-]
-5	1	6	6	1	4	-1.0	8	0	CCCCn1c(N)c(Sc2ccc(C)cc2)c(=O)[nH]c1=O
0	-2	/	-8	2	-1	/	-1	4	CC(=O)Nc1ccc(C(=O)N2CCCC(c3cc(C(=O)Nc4ccccc4)no3)C2)cc1 (stereo not drawn)
-6	4	-1	-1	1	1	-0.4	6	0	Cn1c(SCC(=O)N2CCOCC2)nnc1-c1ccc(Cl)cc1Cl
19	-17	-22	-17	6	-4	0.1	-10	20	COc1ccc(CCN2C(=O)CC(C(N)=O)SC2=Nc2ccc(F)cc2)cc1OC (stereo not drawn)
-3	3	33	10	-1	-6	20	7	2	COc1ccc(Cc2[nH]n3c(=O)c(Cl)c(C)nc3c2-c2ccccc2)cc1
1	-1	4	-11	-6	2	-0.7	-21	1	c1ccc2c(C3=NNC(=NC4CCCCC4)SC3)c[nH]c2c1
5	-6	14	3	0	-17	2.4	3	1	Cc1ccc(C2=NS(=O)(=O)N(C)C(C(=O)NCc3ccccn3)=C2)cc1
12	-5	-5	4	-1	-10	0.6	10	0	O=C(CSc1n[nH]c(-c2ccccc2)n1)N1CCCC1
3	-3	-9	14	-6	0	-0.1	-7	-3	CCOC(=O)c1cnc2ccccc2c1Nc1ccc2c(c1)OCCO2
3	3	-9	7	1	2	-4.2	10	0	COc1ccc(-n2cnc3c(N)nc(N)nc32)cc1
-14	6	2	0	-2	3	-0.7	6	2	Cc1ccc(CN2CCN(Cc3ccc(C)s3)CC2CCO)cc1 (stereo not drawn)
19	3	22	-4	-1	22	3.8	2	3	Cc1ccc(S(=O)(=O)SC/C=C/CSS(=O)(=O)c2ccc(C)cc2)cc1
6	-14	18	-5	-1	-1	1.1	-9	16	COc1ccc(N(C)S(=O)(=O)c2cccc(C(=O)N3CCN(S(=O)(=O)c4ccc(C)cc4)CC3)c2)cc1
5	5	-20	8	3	-9	19	11	3	O=C(CN1C(=O)C(=O)N(Cc2ccco2)C1=O)Nc1ccccc1
-1	-16	18	1	-10	-18	2.4	4	6	COc1ccc(-c2cn(-c3ccc(C)cc3)c(=O)n2CC(=O)Nc2ccc(OC)cc2OC)cc1
12	-2	5	9	-1	6	3.7	6	2	CCOC(=O)CSc1nnc(CNC(=O)c2cc(OC)c(OC)c(OC)c2)n1C
9	-5	-15	-5	3	-9	-4.7	-4	0	O=C(NN1C(=O)C2C3C=CC([C@H]4CC34)[C@@H]2C1=O)c1ccc(Br)cc1 (stereo partly drawn)
3	-9	-17	-15	-9	21	1.0	-34	0	COc1ccccc1CN1C[C@@H]2C[C@@H](c3ccc(C)cc3)N3CCC[C@@]23C1=O
4	1	1	-2	-9	-10	-0.2	1	0	Cc1ccc(NC(=O)CS(=O)CC(=O)NC2CCN(Cc3ccccc3)CC2)c(C)c1 (stereo not drawn)
6	-3	5	3	4	12	-0.6	2	1	C#CCNC(=O)C1=C[C@H](C2CCCCC2)C[C@H](OCc2ccc(CO)cc2)O1
-2	-2	0	-3	-6	-14	3.1	-7	13	COCCCNCCCCOc1ccc(Br)cc1C
8	-2	-7	-1	-1	4	0.4	6	2	Cc1cc(N2CCOCC2)ccc1/C=C1\NC(=O)N(CC(=O)Nc2ccc(F)cc2)C1=O
-3	7	-5	8	1	-13	0.1	10	1	COc1ccc(CNC(=O)CCn2c(C)csc2=O)cc1
6	-5	-1	1	3	-7	-4.3	8	1	Oc1ccc(/C=N/N2CCCCC2)cc1O
7	-12	4	16	-5	-4	-5.7	-4	-3	CCOC(=O)c1c(C2COc3ccccc3O2)csc1N (stereo not drawn)
10	2	16	4	-2	0	0.9	0	1	COc1cc(NC(=O)c2cccc(F)c2)ccc1NC(=O)c1cc2ccccc2o1
-1	2	1	-3	2	4	0.8	-5	1	O=c1[nH]c(=O)n(Cc2ccco2)c2c1C(C(F)(F)F)(C(F)(F)F)N=C(c1ccco1)N2
14	-20	-10	-15	-1	4	3.6	-8	8	Cc1ccc(-c2nn3c(C)nnc3c3ccccc23)cc1S(=O)(=O)NC(C)c1ccccc1 (stereo not drawn)
0	2	6	-2	-1	-2	-0.5	8	3	COc1ccc(N2CCN(C(=O)c3cccnc3SCc3cccc(Br)c3)CC2)cc1
9	-5	-2	-3	-4	-7	1.2	0	4	COc1ccc(N(CC(=O)NCCSCc2ccco2)S(=O)(=O)c2ccc(C)cc2)cc1
1	6	-10	5	-2	3	2.0	16	1	O=C(O)CC(NC(=O)C1CCCCC1)c1ccc(OC2CCCC2)cc1 (stereo not drawn)
12	-11	/	-7	6	-8	/	3	12	COc1ccc(CNC(=O)c2ccc(-c3cccnc3)c3ccoc23)cc1OC
5	0	-2	1	-1	6	0.1	-4	0	CCCc1[nH]nc2c1C(c1cccnc1)C(C#N)=C(N)O2 (stereo not drawn)
-3	6	-23	14	-2	2	1.7	-4	1	O=C(COc1ccccc1O)NNc1ccccc1
-8	13	5	0	6	0	-0.2	-2	0	CCc1c(C)nc(N2CCN(c3ccc(OC)cc3)CC2)[nH]c1=O
1	-6	49	6	0	-4	-8.1	-4	1	COc1ccccc1N1CCN(C(CNC(=O)C2CCCCC2)c2cccnc2)CC1 (stereo not drawn)
-1	0	-3	1	-2	3	-0.4	9	0	O=c1c2ccccc2c(C=Nc2ccc(Cl)cn2)c(O)n1-c1cc(Cl)ccc1N1CCOCC1
2	-2	-3	1	-3	-7	1.2	-1	2	COc1ccccc1Oc1ccc(NC(=O)c2ccccc2)cc1
-1	1	-17	3	1	10	0.4	13	0	COC(=O)c1cn(-c2ccccc2)nc1C(=O)OC
18	0	0	3	-2	-7	0.3	-1	1	Cn1c(SCC(=O)NCc2ccccc2)nnc1-c1ccc(NC(=O)CCc2ccccc2)cc1
9	-7	-4	-2	-2	3	-2.0	-4	0	O=C(Nc1nccs1)c1ccc(COc2ccccc2Br)o1
-4	-3	7	-2	6	0	1.4	5	1	O=C1CSC(=S)N1N=Cc1ccc(Cl)s1
7	-1	-5	3	-4	2	-0.2	8	1	O=C(Cc1ccc(F)cc1)N1CCC2(CC1)NCCc1[nH]cnc12
4	0	12	-4	0	-3	-1.5	-2	0	CCCCN(CCCC)CCn1cnc2c([nH]c3ccc(OC)cc32)c1=O
11	-2	6	1	-5	5	0.2	2	2	CN(C(=O)COC(=O)c1ccccc1SCC(=O)N1CCCC1)C1(C#N)CCCCC1
8	-1	-6	2	0	-5	0.0	5	1	O=C(Cn1cnc(S(=O)(=O)N2CCCCC2)c1)NCc1ccco1
11	-4	5	5	-1	-12	-0.5	11	1	CC(=O)c1cc(C)c(OC(=O)c2ccccc2)c(C)c1
6	0	53*	11	-5	-9	-3.5	13	3	CCn1nc(C)c(NC(=O)Nc2cccc(Cl)c2Cl)c1C
9	-3	-26	-12	4	17	17	-4	5	O=C(Nc1cccc(Cl)c1)Nc1sccc1-c1nc2ccccc2s1
8	1	3	3	-2	8	-0.7	0	0	CCn1c(=O)c(C(=O)Nc2ccccc2S(N)(=O)=O)c(O)c2ccccc21
1	1	5	-4	-3	-6	0.3	9	1	Cc1cccc(NC(=O)CSc2nnnn2C2CCCC2)c1
14	-5	0	0	1	-4	0.7	4	6	Cc1ccccc1NS(=O)(=O)c1ccc2c(c1)NC(=O)CCS2
2	0	8	0	-1	2	-0.9	5	0	CCN(CC)S(=O)(=O)c1ccc(N2CCOCC2)c(NC(=O)C2CCCC2)c1
2	-8	-11	-1	-6	-28	-5.8	3	8	CCOC(=O)C(Cc1ccc(O)c([N+](=O)[O-])c1)N1C(=O)c2ccccc2C1=O (stereo not drawn)
-6	-1	8	-1	-2	-11	2.9	7	-1	CCOC(=O)C1=CN(CC)S(=O)(=O)NC1CCc1ccccc1 (stereo not drawn)
-9	-3	17	5	-6	-8	-0.1	6	3	COc1ccc(C2=Nc3ccccc3OC2)cc1
0	-4	0	4	2	-22	-0.9	0	4	CC1CN(C(=O)c2cccc(NS(=O)(=O)c3ccc(Br)cc3)c2)CC(C)O1 (stereo not drawn)
4	4	8	9	0	-9	1.0	-5	0	N#Cc1ccc(CSc2nnc(-c3cccc(S(=O)(=O)N4CCCCC4)c3)o2)cc1

An excerpt of these results, as labelled records.
O=c1c2ccccc2c(C=Nc2ccc(Cl)cn2)c(O)n1-c1cc(Cl)ccc1N1CCOCC1
  CHRM5 antagonist: -1
  CHRM5 PAM: 0
  CRFBP-R2 block: -3
  CHRM4 PAM: 1
  M5 ag: -2
  M4 antag: 3
  CRFR2-BP ag: -0.4
  CHRM1 PAM: 9
  M4 ag: 0

O=C(CSc1n[nH]c(-c2ccccc2)n1)N1CCCC1
  CHRM5 antagonist: 12
  CHRM5 PAM: -5
  CRFBP-R2 block: -5
  CHRM4 PAM: 4
  M5 ag: -1
  M4 antag: -10
  CRFR2-BP ag: 0.6
  CHRM1 PAM: 10
  M4 ag: 0

Cc1ccc(CN2CCN(Cc3ccc(C)s3)CC2CCO)cc1 (stereo not drawn)
  CHRM5 antagonist: -14
  CHRM5 PAM: 6
  CRFBP-R2 block: 2
  CHRM4 PAM: 0
  M5 ag: -2
  M4 antag: 3
  CRFR2-BP ag: -0.7
  CHRM1 PAM: 6
  M4 ag: 2

COc1cc(NC(=O)c2cccc(F)c2)ccc1NC(=O)c1cc2ccccc2o1
  CHRM5 antagonist: 10
  CHRM5 PAM: 2
  CRFBP-R2 block: 16
  CHRM4 PAM: 4
  M5 ag: -2
  M4 antag: 0
  CRFR2-BP ag: 0.9
  CHRM1 PAM: 0
  M4 ag: 1
